ARFGAP1 inhibitor – rat ARFGAP1 inhibition. Q62848. Arfgap1-stimulated ARF1 GTP hydrolysis, GDP FP detection. inhibition, % at 16.5 µM. 360,000 tested, 0.26% active;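 active = inhibition above a per-plate limit, mean inhibition of low control wells plus 3 SD, cut at about 25% in these data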;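 note: 0% = DMSO wells with enzyme and 100% = wells lacking Arfgap1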
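Material: truncated rat Arfgap1 GAP domain; Incubation: compound-enzyme preincubation 20 min, reaction 120 min, detection 60 min, 25 °C; Read-out: percent inhibition of Arfgap1-stimulated GTP hydrolysis; Technique: FP, GDP Alexa 633 tracer displaced from anti-GDP antibody, 620/688 nm; Controls: No-Arfgap1 wells (100%) versus DMSO full-reaction wells (0%); Replication: single well per compound.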
MBD2 inh – inhibitors of human MBD2 binding to methylated oligonucleotide; Q9UBB5; TR-FRET; inhibition, % at 4.4 µM; 370,000 tested, 0.31% active; in the data active = inhibition above about 13%
Target sequence (Q9UBB5 whole entry, looked up): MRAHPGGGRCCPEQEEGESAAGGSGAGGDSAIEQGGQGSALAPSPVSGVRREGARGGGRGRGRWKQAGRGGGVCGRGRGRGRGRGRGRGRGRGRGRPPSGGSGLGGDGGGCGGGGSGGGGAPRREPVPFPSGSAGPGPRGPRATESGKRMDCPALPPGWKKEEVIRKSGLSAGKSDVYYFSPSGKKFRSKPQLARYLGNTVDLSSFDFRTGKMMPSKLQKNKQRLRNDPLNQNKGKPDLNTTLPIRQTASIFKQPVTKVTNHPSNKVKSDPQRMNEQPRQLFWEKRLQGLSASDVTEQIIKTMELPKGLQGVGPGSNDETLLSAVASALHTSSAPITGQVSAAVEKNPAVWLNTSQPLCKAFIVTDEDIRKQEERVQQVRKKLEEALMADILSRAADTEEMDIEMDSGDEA
ADAM17 inh – inhibitors of human ADAM17; inhibition, % at 6.95 µM; 370,000 tested, 0.83% active; AID 720648; recombinant ADAM17, EDANS/DABCYL FRET peptide cleavage; P78536;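 active = inhibition above the mean of compounds lying between control limits plus 3 SD, set per campaign, cut at about 8.5% in these data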;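 note: 0% = DMSO-only wells as the low control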
DDE Tn6 FP inh – DD(E)-Tn6 binding inhibition, primary FP screen. P02675. Fibrin DD(E) TRITC-Tn6 fluorescence polarization displacement. inhibition, % at 8.3 µM. 370,000 tested, 0.21% active;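 active = inhibition above a per-campaign cutoff: mean of compounds within control limits plus 3 SD, cut at about 15% in these data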;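 note: 0% = median of all compound wells on the plate and 100% = blocking peptide control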
PLC-beta3 inh – PLC-beta3 (human) inhibition, primary screen | 370,000 tested, 0.18% active | inhibition, % at 12.2 µM | AID 720704 | Purified PLC-beta3, fluorogenic substrate, fluorescence | Q01970; in the data active = inhibition above about 11%;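 note: 0% = median of compound wells on plate and 100% = full blocker control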
DDE Tn7 FP inh – inhibitors of Tn7 peptide binding to human fibrin DD(E); AID 720508; FP displacement of FITC-Tn7 peptide from fibrin DD(E); 0% = median of compound wells per plate; inhibition, % at 8.3 µM; 370,000 tested, 0.13% active; P02675;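 active = inhibition above the mean of compounds falling within the control limits plus 3 SD of them, cut at about 14% in these data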;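 note: 0% = plate median of compound wells and 100% = 10 µM Aha-Tn7 peptide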
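assay system = human clot-derived fibrin DD(E) complex | quantity = Fibrin-DD(E) at 2 µM final | timing = 10 min preincubation, 3 h with tracer, room temperature | signal = fluorescence polarization | measure = percent inhibition | benchmarks = high control wells with 10 µM unlabelled Aha-Tn7 peptide (full inhibition) | replicates = singlicate testing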
KLK7 zymogen act – activators of human kallikrein-7 zymogen; purified proKLK7, EDANS-DABCYL substrate fluorescence; 100% is mature enzyme control, 0% vehicle; activation, % at 7 µM; 370,000 tested, 0.9% active; AID 652039;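 active = activation above the mean of all tested compounds plus 3 SD, computed per campaign excluding outliers beyond control limits, cut at about 13% in these data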
Target sequence (P49862 whole entry, looked up): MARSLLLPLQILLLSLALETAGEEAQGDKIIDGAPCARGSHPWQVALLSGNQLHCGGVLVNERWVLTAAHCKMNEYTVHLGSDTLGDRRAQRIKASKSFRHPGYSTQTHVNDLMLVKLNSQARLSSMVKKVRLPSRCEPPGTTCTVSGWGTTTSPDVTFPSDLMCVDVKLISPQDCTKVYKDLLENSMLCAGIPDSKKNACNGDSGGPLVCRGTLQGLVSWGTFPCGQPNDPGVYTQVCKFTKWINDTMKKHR
UHRF1 MBD2 ctr – blocks human UHRF1 binding to methylated DNA | UHRF1 binding to methylated oligo, TR-FRET | 370,000 tested, 0.75% active | inhibition, % at 4.4 µM | Q96T88 | AID 687016; in the data active = inhibition above about 21%;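 note: UHRF1 SRA domain binding a hemimethylated CpG hairpin DNA probe; 0% = median of test compound wells and 100% = reference inhibitor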
ASAP1 GAP inh – ASAP1 ArfGAP inhibition. Q9ULH1. AID 624377. 360,000 tested, 0.19% active. inhibition, % at 16.5 µM. ASAP1-stimulated ARF1 GTP hydrolysis, GDP FP detection; in the data active = inhibition above about 25%;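 note: 0% = vehicle with enzyme and substrate and 100% = no enzyme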
Target sequence (Q9ULH1 325-724 limits assumed): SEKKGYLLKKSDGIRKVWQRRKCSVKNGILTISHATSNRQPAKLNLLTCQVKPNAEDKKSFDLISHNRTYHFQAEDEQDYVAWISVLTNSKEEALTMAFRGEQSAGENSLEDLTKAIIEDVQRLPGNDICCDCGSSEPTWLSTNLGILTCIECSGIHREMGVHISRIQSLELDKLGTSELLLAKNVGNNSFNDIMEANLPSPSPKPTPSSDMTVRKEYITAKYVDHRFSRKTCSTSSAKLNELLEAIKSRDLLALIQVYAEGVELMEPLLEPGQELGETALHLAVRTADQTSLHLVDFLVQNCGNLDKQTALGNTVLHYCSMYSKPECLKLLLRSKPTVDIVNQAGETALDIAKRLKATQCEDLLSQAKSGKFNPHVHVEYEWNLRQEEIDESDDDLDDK
PLC-gamma1 inh – PLC-gamma1 (human) inhibition, primary screen; AID 720700; purified PLC-gamma1, fluorogenic substrate, fluorescence; 370,000 tested, 0.84% active; P19174; inhibition, % at 12.2 µM; in the data active = inhibition above about 9.5%
The depositor's hits bear a star; i = inactive; . = no result given.

ARFGAP1 inhibitor	MBD2 inh	ADAM17 inh	DDE Tn6 FP inh	PLC-beta3 inh	DDE Tn7 FP inh	KLK7 zymogen act	UHRF1 MBD2 ctr	ASAP1 GAP inh	PLC-gamma1 inh	SMILES
.	2	-7	-5	6	-1	0.3	8	.	8	O=C(OCc1cn(Cc2ccc(F)cc2)nn1)N1CCCC1
12	0	-4	5	-120	-5	0.6	2	7	-89	COc1ccccc1Nc1ncc(C(=O)N2CCC(C(N)=O)CC2)c2ccccc12
5	1	-2	-2	-7	-5	-0.3	-4	2	-2	CC(=O)Oc1ccc(/C=C2/SC(=S)N(Cc3ccccc3)C2=O)cc1
0	-3	0	-2	2	-1	-0.3	1	-17	2	CCN(CC)S(=O)(=O)c1cc(C(=O)OCC(=O)c2ccc3c(c2)NC(=O)CO3)ccc1Cl
-5	2	4	4	0	-5	-0.1	3	-8	5	O=C(C1CCN(c2ncnc3c2nc2n3CCCCC2)CC1)N1CCCCC1
12	-1	0	0	4	8	-0.1	-1	-8	-3	Cc1cc(S(=O)(=O)NCC(c2ccc3c(c2)OCO3)N2CCOCC2)ccc1F (stereo not given)
0	3	-1	-3	0	-10	0.2	4	5	4	CCn1c(CNc2ccc(Cl)cc2)nnc1SCC#N
-5	0	4	2	1	-7	0.2	0	-7	7	COc1ccc(/C=N/OC(=O)c2ccc(Cl)cc2)c(Cl)c1OC

5 entries from above, arranged by the number in MBD2 inh, highest first:
ARFGAP1 inhibitor	MBD2 inh	ADAM17 inh	DDE Tn6 FP inh	PLC-beta3 inh	DDE Tn7 FP inh	KLK7 zymogen act	UHRF1 MBD2 ctr	ASAP1 GAP inh	PLC-gamma1 inh	SMILES
0	3	-1	-3	0	-10	0.2	4	5	4	CCn1c(CNc2ccc(Cl)cc2)nnc1SCC#N
5	1	-2	-2	-7	-5	-0.3	-4	2	-2	CC(=O)Oc1ccc(/C=C2/SC(=S)N(Cc3ccccc3)C2=O)cc1
12	0	-4	5	-120	-5	0.6	2	7	-89	COc1ccccc1Nc1ncc(C(=O)N2CCC(C(N)=O)CC2)c2ccccc12
12	-1	0	0	4	8	-0.1	-1	-8	-3	Cc1cc(S(=O)(=O)NCC(c2ccc3c(c2)OCO3)N2CCOCC2)ccc1F (stereo not given)
0	-3	0	-2	2	-1	-0.3	1	-17	2	CCN(CC)S(=O)(=O)c1cc(C(=O)OCC(=O)c2ccc3c(c2)NC(=O)CO3)ccc1Cl

(more compounds)
ARFGAP1 inhibitor	MBD2 inh	ADAM17 inh	DDE Tn6 FP inh	PLC-beta3 inh	DDE Tn7 FP inh	KLK7 zymogen act	UHRF1 MBD2 ctr	ASAP1 GAP inh	PLC-gamma1 inh	SMILES
3	-4	-2	-11	-6	4	0.1	-2	-3	0	Cn1nc(-c2ccc(C(=O)NCCO)cc2)c2ccccc2c1=O
8	-5	-1	-2	2	-7	-0.2	4	3	2	CCCCCCC(=O)OCC(=O)c1ccc2c(c1)NC(=O)CO2
-2	0	-2	2	3	-7	-0.1	-3	8	3	O=C(NCc1ccccn1)c1cc(-c2ccccc2)nc2ccccc12
12	0	1	0	-4	-2	0.5	-2	-10	1	O=C(COC(=O)c1ccc(F)c(S(=O)(=O)N2CCOCC2)c1)c1ccc(Cl)cc1
10	1	-2	4	1	-4	0.1	0	-16	2	COC(=O)COc1ccc(NC(=O)C2CCCO2)cc1 (stereo not given)
-3	-3	2	-5	4	3	0.2	0	-3	5	CCCn1c(CC)nc([N+](=O)[O-])c1Sc1ccc(C)cc1
-5	-3	-5	-4	-5	4	0.4	1	-2	-4	Cc1cc(C)c(C)c(S(=O)(=O)N2CCN(Cc3nc4ccccc4[nH]3)CC2)c1C
-5	-2	-3	0	5	1	0.3	0	12	-1	CC(C)(C)NC(=O)CSc1nc2[nH]ncc2c(=O)[nH]1
-5	2	-3	5	-3	-1	-0.1	0	-3	-4	C=CCNc1nc(C(=O)OCC(=O)Nc2ccc(S(N)(=O)=O)cc2)cs1
-6	1	-5	-7	5	-4	0.4	-1	-6	4	CC1CN(S(=O)(=O)c2ccccc2)CC(C)O1 (stereo not given)
16	-1	0	-2	4	-3	0.6	1	-3	0	CCCCCCCCN1C(=O)[C@H](CC(=O)NCC2CCCCC2)C[C@@]2(C(=O)OCC)CCCC=C12
-20	-3	-4	3	-1	-4	-0.4	-1	1	2	O=C(C[C@@H]1CC[C@H](NS(=O)(=O)c2ccccc2F)[C@@H](CO)O1)NCCCN1CCOCC1
-4	2	-2	0	-3	5	-0.2	-1	2	1	O=C(Nc1nccs1)c1cc(Cl)nc2ccccc12
3	3	-2	-3	0	-3	1.4	0	9	0	Cc1cc(C)c(C#N)c(SCC(=O)C(C)(C)C)n1
4	1	-1	-2	-11	2	-0.3	1	3	0	Clc1ncc(CN2CCN(c3ccccc3)CC2)s1
-3	-8	-2	11	-1	6	0.7	-7	25*	-6	Cc1cc([N+](=O)[O-])c(C)cc1-c1ccc(/C=N/NC(=O)c2cccnc2)o1
6	-1	-57	-4	-54	-3	2.1	7	-11	-36	CCOC(=O)N1CCN(S(=O)(=O)c2c(C)nc3scc(C)n3c2=O)CC1
3	2	-9	-4	-25	4	-1.0	8	8	-22	Clc1cccc(Cc2c(-c3ccco3)nc3ccc(Cl)cn23)c1
-9	4	-4	11	6	1	0.2	20	-12	0	COc1ccc(C)cc1S(=O)(=O)N1CCCCC1
7	-5	-1	3	3	1	-0.8	0	-1	2	Cc1ccc2c(c1)cc(CN(C(=O)N1CCOCC1)C1CCCC1)c1nnnn12
-4	2	3	-3	4	5	-0.7	-2	2	0	O=C(Nc1ccccc1)Nc1cccc(C(F)(F)F)c1
9	4	-2	-9	-7	-6	0.0	1	11	-5	CCc1ccc(NC(=O)Nc2cccs2)cc1
-10	4	-1	0	-1	4	0.1	-1	4	2	CC(C)NC(=O)CSc1nc2ccccc2c(=O)n1CCCOC(C)C
1	11	-3	0	2	5	0.0	4	5	5	N#Cc1cccc(C(c2nnnn2C2CCCC2)N2CCC(Cc3ccccc3)CC2)c1 (stereo not given)
5	4	-18	-1	-15	-2	1.0	1	4	-4	Cc1cc(=O)oc2cc(OCC(=O)c3ccccc3)ccc12
-1	-7	0	8	0	-7	-0.3	-2	-5	-1	CCc1ccc(NC(=S)Nc2cccc(OC)c2)cc1
-1	4	-4	2	-7	4	-0.1	-2	0	3	Cc1nnc(SCC(=O)N2CCN(C(=O)c3ccco3)CC2)n1C
-8	2	-6	9	-3	0	-0.6	-1	0	-1	CCOC(=O)CC[C@H](NC(=O)Cn1cnc2c(SC)nc(N)nc21)C(=O)OCC
-5	0	-4	6	0	2	0.5	3	9	2	CC12CCC(C(=O)NCc3ccccc3Cl)(CC1=O)C2(C)C (stereo not given)
6	2	4	-12	4	-2	0.0	4	8	3	CCCNCC1C(Oc2ccc(Cl)cc2Cl)C(=O)N1c1cccc(C)c1C (stereo not given)
-6	-8	-2	-1	1	5	1.0	1	-9	4	O=C(NCC1CC1)NC(=O)c1c(F)cccc1Cl
1	-2	2	9	1	8	0.2	-1	4	2	CCc1cccc(CC)c1NC(=O)CCCSc1nc2ccccc2s1
7	0	-2	4	0	-2	-0.6	4	-12	2	N#C/C(=C(/O)CN1CCOCC1)c1nc2ccccc2s1
8	1	1	-4	-3	-5	-0.1	0	-3	0	O=C(CNC(=O)/C(=C\c1ccccc1)NC(=O)c1ccc(Br)cc1)OCc1ccccc1
10	0	0	-2	6	-12	0.0	-3	-1	0	CC(CCc1ccccc1)NC(=O)CSc1ccccc1 (stereo not given)
-3	-4	-2	9	-5	-2	-0.5	-1	-3	-3	CCOC(=O)CC(=O)Nc1ccccc1C(=O)O
4	-3	3	0	8	7	0.2	0	-5	7	O=C(NCc1ccccc1)c1ccccc1
4	-3	-3	-5	-15	2	-0.1	2	-14	-2	O=C(Nc1ccnn1C1CCN(Cc2ccccn2)CC1)c1cccc(F)c1
-3	-3	2	6	0	-5	-0.4	1	-4	-2	CN1CCN(CC(=O)Nc2cccc(S(=O)(=O)N(C)c3ccccc3)c2)CC1
16	0	-3	1	-7	-9	0.5	0	1	-8	CC(=O)Nc1ccc(S(=O)(=O)Nc2ccccn2)cc1
8	5	-4	-3	-6	6	0.3	4	-10	-1	Cc1cccc(-n2nnc(C(=O)NCc3ccccc3Cl)c2N)c1
-1	3	-3	5	-8	-1	0.1	-2	9	-2	CCC(C)N1CCN(C(=O)C2CCN(S(=O)(=O)c3c(C)noc3/C=C/c3ccco3)CC2)CC1 (stereo not given)
8	3	-9	0	-16	8	-0.2	4	8	-15	Cc1ccc2occ(C(=O)c3ccco3)c(=O)c2c1
.	2	-3	2	0	-1	-0.5	-1	.	-1	C=CCN(C)CC#CCCCCl
1	-3	0	3	-5	5	-0.6	0	4	-6	Cc1cc2nc(-c3ccccc3)c(CC3CCCCC3)n2c(C)c1Br
0	-2	2	4	-4	-3	0.0	5	-5	3	CC(=O)Nc1c(C(=O)N2CCOCC2)sc2nc3c(cc12)COC(C)(C)C3
3	-1	4	-1	-9	-4	-0.1	0	-7	-3	CCOc1ccc(N(C(=O)c2snc(C(N)=O)c2N)C(C(=O)NCC2CCCO2)c2ccco2)cc1 (stereo not given)
-2	0	-4	-1	-3	-7	-0.3	3	0	2	CC1CCCCC1NC(=O)C1CCC(CNS(=O)(=O)c2ccccc2)CC1 (stereo not given)
-17	7	-2	0	-8	-1	-0.3	6	-11	-6	CCN(CC(=O)NCc1ccc(Cl)cc1)C(=O)c1cc(S(=O)(=O)N2CCOCC2)ccc1C
-8	-1	9	-7	-4	0	0.7	2	-10	11*	O=C(Nc1ccnn1C1CCN(CCCC2CCCC2)CC1)c1ccccc1Cl
-7	-4	2	2	-73	-2	-29	-5	3	-73	COc1cccc(-c2nn(-c3ccccc3)cc2/C=C(\C#N)C(=O)NCCCn2ccnc2)c1
0	-8	-306	6	-220	-3	-179	2	8	-215	CSc1cnc2c(=O)n(C)c(=O)[nH]c2n1
-4	4	-5	-7	-8	1	-0.2	2	-2	0	O=C(CCS(=O)(=O)c1ccc(Cl)cc1)Nc1ccccc1Br
8	1	-329	-2	i	-5	21*	0	-3	i	COc1ccc(C2C(C#N)=C(C)NC3=C2C(=O)CC(C)(C)C3)cc1 (stereo not given)
-9	-4	-8	-3	-28	-6	1.7	-1	-6	-23	O=C1CCC2c3[nH]c4ccccc4c3CCN12 (stereo not given)
-2	1	-7	2	-9	-7	-0.7	2	1	-7	Cc1cc(C)c2oc(-c3ccc(C)c(NC(=S)NC(=O)c4cccs4)c3)nc2c1

More entries
ARFGAP1 inhibitor	MBD2 inh	ADAM17 inh	DDE Tn6 FP inh	PLC-beta3 inh	DDE Tn7 FP inh	KLK7 zymogen act	UHRF1 MBD2 ctr	ASAP1 GAP inh	PLC-gamma1 inh	SMILES
18	4	2	-2	-10	4	0.4	-1	6	-1	Fc1cccc(NC(=S)NC2CCCCCCC2)c1
-6	-8	i	4	i	7	40*	-2	-9	i	Cc1cc(=O)oc2c3c(cc(OCC(=O)NCC4CCC(C(=O)O)CC4)c12)OC(C)(C)CC3 (stereo not given)
1	2	-2	-7	-5	0	-0.2	2	2	3	CCOC(=O)C1CCCN(c2c(NCCc3ccccc3)c(=O)c2=O)C1 (stereo not given)
-2	3	3	1	-1	-10	-0.7	3	-7	5	O=C(NNC(=O)c1cccc(C(F)(F)F)c1)c1ccncc1

Screening data: PubChem BioAssay, The Scripps Research Institute Molecular Screening Center
